# DNA FID counter: compounds displacing fluorescent DNA intercalator, primary screen, artefact control for HCV NS3 helicase inhibitor project, biochemical, FID fluorescence | DNA fluorescent intercalator displacement | inhibition, % at 7.9 µM | hit rate 0.17% among 290,000; in the data active = inhibition above about 37%;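 also: 0% = vehicle and 100% = reference compound; higher means more ethidium bromide displaced from hairpin DNA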
# MEKK2mut PB1 HTS: MEK5 binding signal on mutant MEKK2 PB1, primary screen, biochemical, multiplex bead flow cytometry, Alexa488-MEK5 | Alexa488-MEK5 binding to MEKK2 mutant | percent response, % at 10 µM | hit rate 0.35% among 290,000 | AID 1530, 2009; in the data active = percent response above about 24%, passing the limit was not always enough; also: inactives centre near 1; some results filed as inactive read as strong as hits; reference of the scale not given here
# NALP1 yeast inh: NALP1 inflammasome inhibitors in reconstituted yeast, colorimetric, S. cerevisiae, triplicate retest; hit rate 0.61% among 280,000; AID 2071, 2009; inhibition, % at 10 µM; S. cerevisiae NALP1/ASC/caspase-1 growth, X-gal OD620, 72 h; in the data active = inhibition mostly above about 24%, no sharp cut-off; inactive = mostly below about 32%; also: some compounds called inactive have numbers as strong as hits
# PHOSPHO1 inh: PubChem AID 1565 | Phosphoethanolamine/phosphocholine phosphatase (Homo sapiens), Q8TCT1 | recombinant PHOSPHO1, absorbance phosphatase assay | inhibition, % at 13.3 µM | hit rate 1.1% among 290,000; in the data active = inhibition above about 60%
# Target sequence (Q8TCT1 whole entry, looked up): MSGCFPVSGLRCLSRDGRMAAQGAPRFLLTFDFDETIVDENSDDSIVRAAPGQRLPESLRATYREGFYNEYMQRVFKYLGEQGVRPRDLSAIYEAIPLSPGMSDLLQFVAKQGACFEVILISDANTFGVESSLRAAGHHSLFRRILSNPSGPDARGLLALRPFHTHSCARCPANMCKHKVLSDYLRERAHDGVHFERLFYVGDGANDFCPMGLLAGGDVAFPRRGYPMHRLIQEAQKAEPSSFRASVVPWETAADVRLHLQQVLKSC
# MEKK3 PB1 HTS: modulators of MEKK3-MEK5 PB1 binding, primary screen, biochemical, wildtype MEKK3, multiplex bead flow cytometry, Alexa488-MEK5; binding response (% of control), % at 10 µM; bead-based flow cytometry, Alexa488-MEK5 binding to MEKK3; actives lie on both sides; 0 = blocked by unlabeled MEK5, 100 = vehicle; hit rate 1.4% among 290,000;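 active = binding response more than 3 SD above or below the average of its plate-row segment, actives on both sides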;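 also: Alexa488 bead fluorescence after subtracting the streptavidin-only scavenger bead signal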
# OXTR ag: human OXTR agonists, primary screen, fluorescence, CHO-OTR cells, Fluo-8 calcium | hit rate 0.32% among 320,000 | AID 2435, 2010 | Fluo-8 calcium fluorescence; normalized: DMSO 0%, oxytocin 100% | Oxytocin receptor (Homo sapiens), P30559 | activation, % at 3 µM;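 active = activation above the mean of all tested compounds plus 3 SD, cutoff set per screening run, cut at about 20% in these data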;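 also: peak over basal fluorescence ratio from a 100 s FLIPR kinetic read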
# Target sequence (P30559 whole entry, looked up): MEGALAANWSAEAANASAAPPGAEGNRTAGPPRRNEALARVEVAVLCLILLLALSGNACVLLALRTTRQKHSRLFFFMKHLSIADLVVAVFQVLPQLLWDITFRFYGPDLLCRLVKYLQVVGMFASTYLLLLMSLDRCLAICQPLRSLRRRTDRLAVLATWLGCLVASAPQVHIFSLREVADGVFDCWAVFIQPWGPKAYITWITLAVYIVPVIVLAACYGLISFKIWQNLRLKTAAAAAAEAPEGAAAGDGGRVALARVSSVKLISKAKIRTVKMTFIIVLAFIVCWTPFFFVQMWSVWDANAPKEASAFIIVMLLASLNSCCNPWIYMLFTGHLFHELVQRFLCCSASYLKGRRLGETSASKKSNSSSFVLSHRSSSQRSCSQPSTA
# MEKK2wt PB1 HTS: modulators of MEK5 binding to wildtype MEKK2, primary screen, biochemical, multiplex bead flow cytometry, Alexa488-MEK5; Mitogen-activated protein kinase kinase kinase 2 (Homo sapiens), Q9Y2U5; Alexa488-MEK5 binding to MEKK2 WT; actives lie on both sides; binding response (% of control), % at 10 µM; hit rate 1.1% among 290,000; in the data active = binding response below about 67% or above about 130%
# PfM18AAP inh: PfM18AAP inhibitors, malaria aminopeptidase, primary screen, biochemical, QFRET, recombinant enzyme. M18 aspartyl aminopeptidase (Plasmodium falciparum 3D7). H-Glu-NHMec fluorogenic cleavage. inhibition, % at 7.35 µM. hit rate 1.2% among 290,000. AID 1822, 2009;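 active = inhibition above the campaign mean inhibition over all tested compounds plus 3 SD, cut at about 28% in these data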;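 also: 0% = plate median of test compound wells and 100% = 2 mM ZnCl2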
# GPR7 antagonist: GPR7 receptor antagonists, primary screen, cell-based, fluorescence, single concentration; GPR7-expressing cells, fluorescence antagonist assay; hit rate 1.1% among 290,000; inhibition, % at 4.4 µM; in the data active = inhibition above about 16%, passing the limit was not always enough;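 also: cells stimulated with the agonist NPW; 0% = agonist with vehicle and 100% = vehicle without agonist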
# Target sequence (P48145 whole entry, looked up): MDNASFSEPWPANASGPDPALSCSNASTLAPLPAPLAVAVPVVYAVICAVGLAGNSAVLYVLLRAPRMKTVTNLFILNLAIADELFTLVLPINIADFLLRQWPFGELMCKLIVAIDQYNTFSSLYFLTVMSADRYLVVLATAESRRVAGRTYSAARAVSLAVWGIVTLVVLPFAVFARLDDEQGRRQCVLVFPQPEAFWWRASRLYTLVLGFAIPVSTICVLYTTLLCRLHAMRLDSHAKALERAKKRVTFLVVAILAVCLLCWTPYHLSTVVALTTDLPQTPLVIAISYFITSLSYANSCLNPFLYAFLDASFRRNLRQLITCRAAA
# Starred values were filed as active, the others as inactive; x = no result given.
SMILES,DNA FID counter,MEKK2mut PB1 HTS,NALP1 yeast inh,PHOSPHO1 inh,MEKK3 PB1 HTS,OXTR ag,MEKK2wt PB1 HTS,PfM18AAP inh,GPR7 antagonist
COC(=O)CCCCCC(CCC(=O)OC)NC(C)=O (configuration not stated),-2.8,3.0,3.2,-1.5,101.0,0.9,102.0,0.0,-2.1
Cc1ccc(C(=O)Nc2ccc3c(c2)CCC3)o1,-5.0,-5.0,-0.8,-24.6,96.0,-1.4,99.0,-2.6,9.5
Cc1ccc(C)c2nc(N3CCCC3)c(C#N)cc12,-7.5,-7.0,17.1,29.6,91.0,-1.8,80.0,0.7,1.8
COc1ccc(N/C(N)=N/c2nc(CSc3ccc(Cl)cc3)cc(=O)[nH]2)cc1,-3.1,3.0,3.6,21.4,102.0,0.8,98.0,8.2,-0.3
COc1ccc(C(=O)N2CCOC2CNC(=O)C(=O)NCc2ccccc2Cl)cc1 (configuration not stated),-35.8,5.0,-0.8,-9.9,104.0,-1.2,106.0,-4.5,-13.0
N/C(COc1ccc(Cl)cc1)=N\NS(=O)(=O)c1ccccc1,-5.0,3.0,30.0,-10.0,106.0,0.0,107.0,10.2,-12.8
COc1ccc(C(=O)Nn2c(CCC(=O)O)ccc2-c2ccc(C)cc2)cc1OC,-32.0,-5.0,6.7,28.8,90.0,0.3,92.0,4.6,-1.4
Cc1csc(CN(C)C(=O)CC2C(=O)NCCN2Cc2ccc(F)c(F)c2)n1 (configuration not stated),-16.0,-3.0,5.7,27.6,95.0,-1.0,98.0,8.7,-9.9
O=C(NCCC1=CCCCC1)c1cnc2n(c1=O)CCS2,-7.8,7.0,10.0,-11.9,91.0,0.6,109.0,3.0,-0.7
O=C(NC(C(=O)c1ccccc1)N1CCOCC1)c1cccs1 (configuration not stated),0.0,-2.0,x,16.5,95.0,2.2,98.0,4.1,-7.2
COc1ccc(-c2nnc(SCC(=O)NCc3ccco3)n2C)cc1,-7.3,-6.0,18.9,-25.0,94.0,-0.2,92.0,-10.1,-8.8
CC1CCCN(c2nc3nonc3nc2N2CCCC(C)C2)C1 (configuration not stated),-10.1,5.0,9.2,17.0,105.0,-2.2,99.0,1.4,-17.4

# Arranged by length of the SMILES (falling): some entries from above
SMILES,DNA FID counter,MEKK2mut PB1 HTS,NALP1 yeast inh,PHOSPHO1 inh,MEKK3 PB1 HTS,OXTR ag,MEKK2wt PB1 HTS,PfM18AAP inh,GPR7 antagonist
COc1ccc(N/C(N)=N/c2nc(CSc3ccc(Cl)cc3)cc(=O)[nH]2)cc1,-3.1,3.0,3.6,21.4,102.0,0.8,98.0,8.2,-0.3
COc1ccc(C(=O)Nn2c(CCC(=O)O)ccc2-c2ccc(C)cc2)cc1OC,-32.0,-5.0,6.7,28.8,90.0,0.3,92.0,4.6,-1.4
COc1ccc(C(=O)N2CCOC2CNC(=O)C(=O)NCc2ccccc2Cl)cc1 (configuration not stated),-35.8,5.0,-0.8,-9.9,104.0,-1.2,106.0,-4.5,-13.0
N/C(COc1ccc(Cl)cc1)=N\NS(=O)(=O)c1ccccc1,-5.0,3.0,30.0,-10.0,106.0,0.0,107.0,10.2,-12.8
COc1ccc(-c2nnc(SCC(=O)NCc3ccco3)n2C)cc1,-7.3,-6.0,18.9,-25.0,94.0,-0.2,92.0,-10.1,-8.8
O=C(NC(C(=O)c1ccccc1)N1CCOCC1)c1cccs1 (configuration not stated),0.0,-2.0,x,16.5,95.0,2.2,98.0,4.1,-7.2
CC1CCCN(c2nc3nonc3nc2N2CCCC(C)C2)C1 (configuration not stated),-10.1,5.0,9.2,17.0,105.0,-2.2,99.0,1.4,-17.4
O=C(NCCC1=CCCCC1)c1cnc2n(c1=O)CCS2,-7.8,7.0,10.0,-11.9,91.0,0.6,109.0,3.0,-0.7
Cc1ccc(C)c2nc(N3CCCC3)c(C#N)cc12,-7.5,-7.0,17.1,29.6,91.0,-1.8,80.0,0.7,1.8
Cc1ccc(C(=O)Nc2ccc3c(c2)CCC3)o1,-5.0,-5.0,-0.8,-24.6,96.0,-1.4,99.0,-2.6,9.5

# Other results
SMILES,DNA FID counter,MEKK2mut PB1 HTS,NALP1 yeast inh,PHOSPHO1 inh,MEKK3 PB1 HTS,OXTR ag,MEKK2wt PB1 HTS,PfM18AAP inh,GPR7 antagonist
CCOC(=O)c1sc(NC(=O)Nc2ccccc2F)nc1C,-5.0,-2.0,24.3,-4.6,102.0,0.4,97.0,-1.3,-8.6
CC(C)CCNC(=O)CN(C(=O)CCC(=O)Nc1ccccn1)c1ccc2c(c1)OCCO2,-5.6,-1.0,-17.0,1.5,94.0,-0.5,100.0,3.4,-4.8
CC1CCc2ccccc2N1C(=N)N(C)C (configuration not stated),-3.1,1.0,9.2,24.9,104.0,0.5,97.0,1.8,-7.3
COc1ccccc1NC(=O)Cn1c(C)cc(=O)c2cccc(OC)c21,-6.6,0.0,x,19.9,99.0,6.3,102.0,-7.1,-13.8
COc1ccc(CCNC(=O)C(=O)NCCOc2ccccc2)cc1OC,-17.2,1.0,33.3,4.9,96.0,-2.6,105.0,-10.8,-0.8
O=C(Cc1cccs1)Nc1ccc(NC(=O)c2ccco2)cc1,-0.4,-1.0,4.2,-60.0,107.0,1.8,105.0,-2.5,-6.3
O=C(NCc1cccnc1)c1cc2ccccc2oc1=O,-0.8,6.0,3.2,7.2,103.0,-0.2,106.0,0.1,6.8
CCOc1ccc2ccccc2c1C1NC(=S)N(C)C(C)=C1C(=O)OC (configuration not stated),-9.1,-2.0,0.1,12.7,103.0,-0.5,94.0,-8.0,-3.8
CCN(CC)C1=CC2=CC(=C(C#N)C#N)CCC2CC1 (configuration not stated),-16.7,-6.0,15.4,0.3,93.0,807.3*,90.0,21.8,58.4*
Clc1cccc(Cl)c1C1=NOC(c2nnc(-c3ccccc3)o2)C1 (configuration not stated),x,4.0,x,-30.7,99.0,-0.3,100.0,x,x
COCCOC(=O)C1=C(C)NC(SCC(=O)NC(C)(C)C)=C(C#N)C1c1ccco1 (configuration not stated),-21.3,3.0,0.2,15.3,100.0,x,103.0,3.1,5.3
O=C(Nc1nnc(S(=O)(=O)N2CCCCCC2)s1)c1ccccc1,-16.5,3.0,11.6,20.2,103.0,4.5,103.0,-9.0,-12.1
COc1ccc(Cl)cc1-n1c(C)cc(C(=O)OCC(=O)N2CC(=O)Nc3ccccc32)c1C,-25.1,1.0,34.1,-7.8,105.0,-1.2,98.0,-0.6,-6.1
COc1cc(Cl)c(C)cc1NC(=O)CSc1nnc(-c2ccccn2)n1Cc1ccco1,-2.1,0.0,-5.0,12.7,102.0,-1.3,108.0,-2.5,-7.0
CCOC(=O)c1c(N)c(C#N)c2n1CCCCC2,-2.5,10.0,15.1,10.9,107.0,-1.6,109.0,-0.7,-9.2
Cc1ccc(S(=O)(=O)N/N=C/c2ccc(OC3CSC3)cc2)cc1,-3.9,4.0,15.8,26.7,105.0,23.5*,100.0,-1.6,33.6*
Cc1ccc(C(=O)N/C(=C\c2ccccc2F)c2nc(=S)[nH][nH]2)cc1,-1.1,-7.0,2.7,-10.4,104.0,-0.5,86.0,4.6,-16.4
O=C(CC(NC(=O)c1ccccc1Cl)c1ccccc1)NCCc1ccc(Cl)cc1 (configuration not stated),-9.1,7.0,23.1,4.4,94.0,0.8,97.0,-1.2,-7.2
COc1ccc(-c2c(C)n([O-])c(C)c(C)[n+]2=O)cc1OC,2.8,x,3.8,-9.4,x,0.1,x,-3.5,-2.8
CCOc1ccc(C(CC(=O)O)n2cnnn2)cc1OC (configuration not stated),-2.2,4.0,16.5,27.7,102.0,0.7,102.0,-1.4,-24.4
O=S(=O)(Nc1ccc2ccccc2n1)c1ccccc1,-5.6,5.0,12.9,-4.3,105.0,0.0,107.0,-3.4,-4.3
CC(NC(=O)c1ccc(OC2CCN(Cc3ccccn3)CC2)cc1)c1nccs1 (configuration not stated),-4.3,11.0,-12.6,22.6,107.0,1.9,109.0,-5.3,3.9
Cc1ccc(OC2CCN(C(=O)C3CCC(=O)N(C4CC4)C3)CC2)cc1 (configuration not stated),-31.6,0.0,6.0,36.6,92.0,0.2,99.0,5.2,6.1
CC(C)(C)C(=O)NC(Nc1cccc2cccnc12)C(Cl)(Cl)Cl (configuration not stated),-5.7,x,8.3,75.6*,x,-2.7,x,0.0,-2.0
CCOC(=O)C1C(=O)NC(N2CCN(c3ccccc3)CC2)=NC1c1ccccc1 (configuration not stated),-23.3,6.0,6.1,17.1,98.0,-0.1,109.0,1.5,2.6
CCCc1nc(SCC(=O)Nc2ccc(S(=O)(=O)N(C)C)cc2)c2ccccc2n1,-5.4,-2.0,0.2,-4.0,102.0,4.0,102.0,-14.9,-0.2
C=CCOc1ccc(/C=N/NC(=O)C2CCCC2)cc1OCC,-31.7,-3.0,9.6,27.6,98.0,x,95.0,0.5,-16.5
CCCCC(=Nc1ccc(N)cc1)C1=C(O)C(C(=O)OC)C(C)(C)CC1=O (configuration not stated),-4.7,-9.0,6.3,2.6,94.0,-0.6,90.0,19.3,-3.3
Cc1cc2nccc(-c3ccc(Cl)cc3Cl)n2n1,-7.3,6.0,-0.4,24.8,105.0,-2.4,103.0,-7.6,-9.2
Cn1cc(-c2ccno2)c(C(=O)O)n1,1.9,-2.0,-0.3,11.9,100.0,-0.5,98.0,-13.4,-10.3
CCn1c(-c2cc3ccccc3cc2O)n[nH]c1=S,-7.3,-7.0,-32.9,92.1*,95.0,8.8,93.0,-2.8,-4.9
Cc1onc(-c2c(F)cccc2Cl)c1C(=O)N1CCN(c2ncccn2)CC1,-14.6,1.0,3.6,15.8,107.0,0.6,103.0,2.9,-3.7
CC(=O)c1cccc(NC(=O)C2=CC(c3ccc4c(c3)OCO4)=NS(=O)(=O)N2C)c1,-11.2,2.0,32.6,24.0,103.0,1.2,103.0,-3.1,12.3
Cc1ccccc1NC(=O)/C(C#N)=C/c1ccccc1C(F)(F)F,-5.5,27.0,9.8,-3.4,108.0,-0.2,113.0,0.7,-4.8
CCOCc1nnc(NC(=O)c2cc(Cl)ccc2OC)s1,-10.4,4.0,13.9,97.4*,103.0,15.2,108.0,2.0,-4.3
CC1CCN(CC(=O)Nc2ccc(S(=O)(=O)N3C(C)CCCC3C)cc2)CC1 (configuration not stated),3.9,3.0,-2.6,x,105.0,-0.6,110.0,-5.1,6.5

# Random draw from the library (roughly 6.2% active in at least one column).
